# From PubChem
# Platelet DG rel: platelet dense granule release activity. 300,000 compounds, 0.22% hits. inhibition, %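 (compounds screened at 7.5 µM in platelet-rich plasma)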. human platelet-rich plasma, SFLLRN dense granule ATP release, luminescence;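 active = mean replicate score, as percent of positive control, at or above 50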
# HSF1 activator: increases HSF-1 driven luciferase reporter signal; NIH3T3-HGL HSF-1 luciferase reporter, MG132, 8 h; 100% = twice DMSO control signal; activation, % at 9 µM; 300,000 compounds, 1.7% hits; AID 504408;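 active = mean replicate activation of at least 50% with a set share of replicates each reaching 50%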;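 note: 0% = median of the neutral control wells and 100% = twice that signal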
# Dyrk1A ADPGlo: inhibitors of rat Dyrk1A kinase; Q63470; ADP-Glo luminescence, NFATc1 peptide; 310,000 compounds, 0.43% hits; inhibition, % at 12.5 µM; AID 504441; in the data active = inhibition above about 50%;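 note: plate controls were vehicle with enzyme for no effect and no enzyme for full effect; many of its hits are not listed in these tables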
# AI-2 QS modul: modulates the Vibrio harveyi AI-2 quorum sensing system. 300,000 compounds, 0.4% hits. activity change, % at 7.5 µM. AID 2094. Vibrio harveyi JMH597 AI-2 luminescence/OD600 ratio, 9 h; stronger effect = lower value; strain lacks LuxN and CqsS sensors; 0 = neutral-control median; in the data active = activity change below about -75%, passing the limit was not always enough;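 note: luminescence divided by OD600 gain over 9 h not by final OD600 alone; inactives centre near 13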
# GSK3A inh: human GSK-3 alpha kinase inhibition; ADP-Glo luminescence, 60 min; inhibition, % at 10 µM; 320,000 compounds, 0.1% hits; AID 2650;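 in the data active = inhibition above about 50%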;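 note: GST-tagged GSK-3 alpha with peptide substrate and 25 µM ATP; 0% = DMSO neutral wells and 100% = GW8510 positive control wells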
# Target sequence (P49840 whole entry, looked up): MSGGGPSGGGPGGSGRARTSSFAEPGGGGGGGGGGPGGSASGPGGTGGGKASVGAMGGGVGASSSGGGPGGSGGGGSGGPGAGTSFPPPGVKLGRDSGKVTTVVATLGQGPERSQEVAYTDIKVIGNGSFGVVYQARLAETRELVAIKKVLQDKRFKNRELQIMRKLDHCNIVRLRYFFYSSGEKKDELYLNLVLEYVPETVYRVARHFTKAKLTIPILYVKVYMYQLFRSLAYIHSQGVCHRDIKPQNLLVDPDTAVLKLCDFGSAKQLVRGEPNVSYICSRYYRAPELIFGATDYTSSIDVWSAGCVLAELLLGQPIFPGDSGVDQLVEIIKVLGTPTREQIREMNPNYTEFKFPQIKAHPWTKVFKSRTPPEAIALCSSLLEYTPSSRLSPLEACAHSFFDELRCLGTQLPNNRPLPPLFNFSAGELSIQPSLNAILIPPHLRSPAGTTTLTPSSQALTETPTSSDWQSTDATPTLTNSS
# HSF1 inh: HSF1 inhibition; NIH3T3-HGL HSE-luciferase, MG132-induced, luminescence 8 h; stronger effect = lower value; activity change, negative = inhibition, % at 7.5 µM (by protocol); 300,000 compounds, 0.77% hits;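 active = more than half of replicate wells show activity change below -50%, luminescence cut by over half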;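 note: luciferase reports HSF-1 transcriptional activity via heat shock element; 0% = median of DMSO wells and -100% = zero luminescence signal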
# HDAC3 inhib: human HDAC3 inhibition. 320,000 compounds, 0.15% hits. recombinant HDAC3, fluorogenic peptide/trypsin coupled, fluorescence. O15379. inhibition, % at 8.3 µM; in the data active = inhibition above about 26%, passing the limit was not always enough
# Target sequence (O15379 whole entry, looked up): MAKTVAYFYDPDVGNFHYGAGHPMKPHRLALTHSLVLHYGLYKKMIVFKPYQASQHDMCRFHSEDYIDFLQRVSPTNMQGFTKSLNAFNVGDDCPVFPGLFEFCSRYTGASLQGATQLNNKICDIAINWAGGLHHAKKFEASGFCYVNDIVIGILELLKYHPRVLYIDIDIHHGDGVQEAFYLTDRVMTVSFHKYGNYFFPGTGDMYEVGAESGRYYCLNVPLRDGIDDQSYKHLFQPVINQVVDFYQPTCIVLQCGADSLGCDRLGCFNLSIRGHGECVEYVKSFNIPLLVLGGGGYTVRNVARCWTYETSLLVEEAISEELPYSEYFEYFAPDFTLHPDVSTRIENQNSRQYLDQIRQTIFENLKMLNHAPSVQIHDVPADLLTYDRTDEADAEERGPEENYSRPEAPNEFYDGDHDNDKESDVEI
# HSP90 refold inh: inhibitors of HSP90 luciferase refolding in rabbit reticulocyte lysate; luciferase refolding luminescence, 3 h; inhibition, % at 5.6 µM; 290,000 compounds, 0.91% hits; AID 1789;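 active = inhibition above the screen-wide mean plus 3 SD, computed separately per campaign, cut at about 16% in these data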;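 note: 0% = DMSO wells and 100% = 60 µM geldanamycin wells; inhibitors lower the luminescence because luciferase stays unfolded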
# GSK3beta inhib: inhibitors of human GSK3beta kinase. activity score (negative = inhibition), % at 10 µM. GST-GSK3beta kinase, ADP-Glo luminescence, 60 min; stronger effect = lower value. AID 2097. 300,000 compounds, 0.038% hits;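 active = more than half of replicate wells score below -50%, meaning over 50% inhibition versus plate controls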;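 note: 0% = median DMSO wells and -100% = median GW8510 positive control wells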
#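 Test system – GST-tagged human GSK3beta kinase, cell-free · Incubation – 60 min enzyme reaction, room temperature · Signal – ADP-Glo luminescence · Also added – peptide substrate and ATP at 25 µM · Controls – DMSO neutral wells and GW8510 at 20 µM as positive · Buffer or medium – Tris/MgCl2 kinase buffer · Measure – Luminescence-derived activity versus plate DMSO and GW8510 wells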
# PolyA inhibitor: blocks polyadenylation in yeast reporter cells; calls only at 12 µM; S. cerevisiae SKY197-pL101 polyadenylation reporter, beta-gal luminescence; efflux-impaired pdr1/pdr3 knockout yeast; score 100 = 6 SD above DMSO; 300,000 compounds, 0.02% hits; AID 1875;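 active = lowest replicate activity score at least 50, where 100 means six control SD above control mean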;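 note: yeast exposed to compound for 9 h at 30 °C; higher score means more reporter readthrough which indicates perturbed polyadenylation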
# Starred values were filed as active, the others as inactive; i = inactive; · = not tested or not shown. A portion of the library. The share of hits here may be higher or lower than overall.
# Fields: HSF1 inh, Dyrk1A ADPGlo, PolyA inhibitor, GSK3beta inhib, GSK3A inh, AI-2 QS modul, HSF1 activator, Platelet DG rel, HDAC3 inhib, HSP90 refold inh
CCOC(=O)c1cn(CC)c2cc(Cl)c([N+](=O)[O-])cc2c1=O
    -7, -1, i, -1, -2, 1, 11, 15, -8, 3
Cn1c(SCC(=O)N2CCOCC2)nnc1-c1ccc2ncccc2c1
    -6, -8, i, -1, -4, 38, 3, 7, -5, -1
O=C(NC(=S)N1CCN(C(c2ccccc2)c2ccccc2)CC1)c1ccc(S(=O)(=O)N2CCOCC2)cc1
    -7, -6, i, 2, -2, 32, 0, -5, 0, 2
CN(C)c1nc2c(c(N)nn2-c2ccc(Cl)cc2)c(=O)o1
    -2, -2, i, -2, -2, 5, -4, 7, 0, 2
Cc1ccc(S(=O)(=O)N2CCCCC2)cc1NC(=O)COC(=O)c1ccc(O)cc1
    2, -1, i, -1, 1, 1, -8, 14, -5, 0
Cc1cc2[nH]c(=O)c(=O)[nH]c2cc1S(=O)(=O)N1CCN(c2cccc(C(F)(F)F)c2)CC1
    -2, 0, i, -1, 14, 60, -6, 7, -1, -3
COc1ccc(NC(=S)NNS(=O)(=O)c2ccc3ccccc3c2)c(OC)c1
    29, 0, i, 2, -3, 17, 45, -10, -1, -1
Cc1ccc(-n2nc3c(N4CCC(C(=O)N5CCN(C)CC5)CC4)nnc(C)c3c2C)cc1
    -1, 0, i, 2, -1, 3, -3, -4, -1, -1
O=C(NC1CC(=O)N(c2ccc(F)cc2)C1)C(=O)c1c[nH]c2ccccc12 (stereo not drawn)
    -3, 3, i, 1, 0, -2, 17, 4, -2, ·
CCCN(S(=O)(=O)c1ccc(OCC)cc1)S(=O)(=O)c1cccs1
    2, 4, i, 0, -1, 7, 32, -1, 13, 1
Cn1c(N)c(C(=O)COC(=O)C2CCC(C(C)(C)C)CC2)c(=O)n(C)c1=O (stereo not drawn)
    0, 0, i, -5, -1, 37, 19, -7, 8, -1
Clc1ccc(Nc2ncnc3c2nnn3Cc2ccccc2)cc1
    -1, ·, i, -3, -1, 16, 1, 2, -6, -3
CCCCC(CC)CNC(=O)c1ccc2c(c1)OCO2 (stereo not drawn)
    4, 3, i, 1, -4, 11, -5, 0, 8, 2
Cc1ccc(C(=O)NCCCN2CCOCC2)c(C)c1
    -7, 2, i, 0, 0, 7, -9, 7, -6, 1
CCN1C(=O)[C@H]2[C@@H](c3ccc(-c4cccc(Cl)c4)c(OC)c3)N[C@@](Cc3ccccc3)(C(=O)OC)[C@H]2C1=O
    1, -13, i, 1, 0, 22, 3, 0, -6, ·
COc1ccc(CNC(=O)Cn2ccc3cc(S(=O)(=O)N4CCCC4)ccc32)cc1OC
    -1, -4, i, 0, -1, -1, -9, -3, -1, 0
N#Cc1c(NC(=O)/C=C/C(=O)O)sc2c1CCN(Cc1ccccc1)C2
    16, 14, i, 3, 0, 32, 59*, 22, -5, 1
CSc1ncccc1C(=O)Nc1nccs1
    -4, 5, i, 0, -2, 9, 5, -1, -6, 0
COc1ccc(NC(=S)NN2C(C)CCCC2C)cc1 (stereo not drawn)
    -3, -2, i, -4, 0, 22, -6, 10, -1, 3
O=C(CC1(c2ccc(Cl)cc2)C2CC3CC(C2)CC1C3)NCCO (stereo not drawn)
    -10, ·, i, 3, -3, 24, 4, 9, 0, -1

# 11 structures already listed, arranged by heavy-atom count, lowest first.
# Fields: HSF1 inh, Dyrk1A ADPGlo, PolyA inhibitor, GSK3beta inhib, GSK3A inh, AI-2 QS modul, HSF1 activator, Platelet DG rel, HDAC3 inhib, HSP90 refold inh
CSc1ncccc1C(=O)Nc1nccs1
    -4, 5, i, 0, -2, 9, 5, -1, -6, 0
COc1ccc(NC(=S)NN2C(C)CCCC2C)cc1 (stereo not drawn)
    -3, -2, i, -4, 0, 22, -6, 10, -1, 3
CN(C)c1nc2c(c(N)nn2-c2ccc(Cl)cc2)c(=O)o1
    -2, -2, i, -2, -2, 5, -4, 7, 0, 2
O=C(CC1(c2ccc(Cl)cc2)C2CC3CC(C2)CC1C3)NCCO (stereo not drawn)
    -10, ·, i, 3, -3, 24, 4, 9, 0, -1
N#Cc1c(NC(=O)/C=C/C(=O)O)sc2c1CCN(Cc1ccccc1)C2
    16, 14, i, 3, 0, 32, 59*, 22, -5, 1
Cn1c(N)c(C(=O)COC(=O)C2CCC(C(C)(C)C)CC2)c(=O)n(C)c1=O (stereo not drawn)
    0, 0, i, -5, -1, 37, 19, -7, 8, -1
COc1ccc(NC(=S)NNS(=O)(=O)c2ccc3ccccc3c2)c(OC)c1
    29, 0, i, 2, -3, 17, 45, -10, -1, -1
Cc1ccc(S(=O)(=O)N2CCCCC2)cc1NC(=O)COC(=O)c1ccc(O)cc1
    2, -1, i, -1, 1, 1, -8, 14, -5, 0
Cc1cc2[nH]c(=O)c(=O)[nH]c2cc1S(=O)(=O)N1CCN(c2cccc(C(F)(F)F)c2)CC1
    -2, 0, i, -1, 14, 60, -6, 7, -1, -3
Cc1ccc(-n2nc3c(N4CCC(C(=O)N5CCN(C)CC5)CC4)nnc(C)c3c2C)cc1
    -1, 0, i, 2, -1, 3, -3, -4, -1, -1
CCN1C(=O)[C@H]2[C@@H](c3ccc(-c4cccc(Cl)c4)c(OC)c3)N[C@@](Cc3ccccc3)(C(=O)OC)[C@H]2C1=O
    1, -13, i, 1, 0, 22, 3, 0, -6, ·

# Further structures.
# Fields: HSF1 inh, Dyrk1A ADPGlo, PolyA inhibitor, GSK3beta inhib, GSK3A inh, AI-2 QS modul, HSF1 activator, Platelet DG rel, HDAC3 inhib, HSP90 refold inh
COc1ccc(-c2noc(CSc3nc4sc(C)c(C)c4c(=O)n3-c3ccccc3)n2)cc1
    0, -12, i, 6, 1, 15, 10, 13, 3, 2
CCOc1ccc(CNC(=O)c2ccccc2NC(=O)C2=CSCCO2)cc1
    -4, -1, i, 0, 9, -14, 5, 1, -6, -1
Cc1nn(-c2ccccc2)c(C)c1NC(=O)COC(=O)c1ccc(NC(=O)CC#N)cc1
    0, -1, i, -1, -1, 25, -5, -4, -5, -2
CNC(=O)C1CC(=O)N(CCc2ccc(C)cc2)C1 (stereo not drawn)
    -2, 2, i, -1, 0, 24, 3, -6, 5, -4
CCN1CCCC(OC(=O)c2cc(-c3ccc(C)cc3)nc3ccccc23)C1 (stereo not drawn)
    ·, 4, ·, -1, 2, 1, ·, 2, -11, 4
CCOC(=O)N1CCC(c2cc(=O)n3[nH]ccc3n2)CC1
    -3, 0, i, 1, 1, 7, 7, 0, -9, 3
CCNc1nc(=S)nc(NC(C)C)[nH]1
    3, -2, i, -4, 0, 3, 20, -3, 3, -4
COc1cc(CCC(=O)OCC(=O)Nc2ccc(C)cc2Cl)cc(OC)c1OC
    1, 17, i, 4, -2, 14, 4, -3, 4, -2
CCOc1ccc(N(CC(=O)Nc2ccccc2C)S(=O)(=O)c2c(C)noc2C)cc1
    -4, 8, i, 3, 0, 29, -5, 3, 5, 3
Cc1ccc(CN2C3CCCC2CC(NC(=O)c2ccc(F)cc2)C3)cc1 (stereo not drawn)
    8, 2, i, 1, -1, 9, 8, 0, -3, -2
COc1ccc2c(c1)C1=NN(/C(C)=C/C(C)=O)C(c3ccc(F)cc3)C1CC2 (stereo not drawn)
    23, -4, i, 0, -2, 4, 53*, -10, -12, 1
CC(=O)Nc1ccc(S(=O)(=O)NC(CC(=O)NCCCN2CCOCC2)C(C)C)cc1 (stereo not drawn)
    -6, 0, i, 2, 1, 12, -16, 11, -2, 1
CC(C)C(=O)Nc1ccc(C(=O)NNC(=O)CCc2ccccc2)cc1
    -2, -14, i, 0, -1, 14, 10, 2, 2, -3
COc1ccc(-c2nnc(SCC(=O)N3CCC(Cc4ccccc4)CC3)o2)cc1OC
    -19, -1, i, 2, -3, 10, -34, 1, -2, -4
CCOC(=O)C1(C)NC(c2ccco2)C2C(=O)N(CC)C(=O)C21 (stereo not drawn)
    -8, -4, i, 1, -2, 10, -10, -12, 5, 1
Cc1cc(C(=O)COC(=O)c2n[nH]c3ccccc23)c(C)n1C
    21, 0, i, 2, -2, 28, 43, -2, 0, 0
O=C(COC(=O)C1(c2ccc(F)cc2)CCCC1)Nc1ncc(C(F)(F)F)cc1Cl
    2, 2, i, 12, -3, 7, 11, 8, 1, -6
COc1ccc(S(=O)(=O)NCCOc2ccccc2)cc1F
    7, 3, i, -1, -1, 27, 4, 3, 9, 2
CCC/C(=N\NC(=O)CNC(=O)c1ccc(Cl)cc1)c1ccccc1
    -5, 3, i, 2, -3, 11, -2, 7, 0, 0
O=C1c2ccccc2C(=O)N1c1n[nH]c(CCc2ccccc2)n1
    -3, -4, i, -1, 0, 20, -3, -4, -4, -3
O=C(NNC(=S)NC(=O)c1cn(-c2ccccc2)nc1-c1ccccc1)c1ccncc1
    1, -10, i, 4, -2, 146, 1, -1, 12, -3
Cc1cccc(NC(=O)CCCSc2nc3ccccc3[nH]2)c1
    6, 5, i, 6, 0, 2, -4, -3, 5, -4
CCOC(=O)C(C(=O)OCC)C(C[N+](=O)[O-])c1ccccc1 (stereo not drawn)
    -11, -2, i, 1, -2, 13, -36, -8, 1, 2
COC(=O)CN1C(=O)NC2(CCCc3ccccc32)C1=O (stereo not drawn)
    12, -2, i, 2, -3, 18, 41, 1, -1, -1
COc1cc(/C=C/C(=O)N2CCN(c3n[nH]c(=O)[nH]c3=O)CC2)cc(OC)c1OC
    -3, 3, i, 2, 3, 6, 2, 4, -3, -3
Cc1ccccc1C(=O)Nc1ccc(C(=O)N/N=C/c2ccc(O)cc2)cc1
    -2, 1, i, -1, -5, 39, 6, -4, 8, -6
CCC(CO)NC1=C([N+](=O)[O-])C(=O)CC(C)(C)C1 (stereo not drawn)
    -2, 2, i, 1, -2, 27, 6, 2, 9, 4
O=C(NC(=S)NC1CCSC1=O)c1cccc([N+](=O)[O-])c1 (stereo not drawn)
    7, -7, i, -2, -1, 0, 10, -2, 5, -1
Cc1ccc(CSCC(=O)N2CCCC2)cc1
    3, 2, i, 5, 1, 16, 43, 4, -2, -3
Nc1ccc(-n2nncc2-c2ccc(Cl)cc2)cc1
    10, 5, i, -4, -6, 27, 2, 1, 1, 1
O=C(NCCCN1CCOCC1)c1ccc2c(c1)N(Cc1ccccc1F)C(=O)c1ccccc1S2=O (stereo not drawn)
    0, 8, i, 3, 2, -7, -24, -2, 6, -2
COc1ccc(OC)c(C(C(=O)NC2CCCCC2)N(Cc2ccco2)C(=O)c2ccccn2)c1 (stereo not drawn)
    3, 0, i, 0, -1, -2, 15, 9, 0, 6
CCn1cc(C(=O)O)c(=O)c2cc(F)c(N3CCN(C(=S)NC(=O)c4ccccc4Cl)CC3)cc21
    -8, -1, i, 1, -3, 31, -5, -5, -6, -3
O=C(CC1NC2CCCCC2NC1=O)Nc1ccc2c(c1)OCO2 (stereo not drawn)
    -5, 1, i, 0, -2, 7, -4, -4, -1, -2
